Screening results deposited in PubChem BioAssay by National Center for Advancing Translational Sciences (NCATS).
BRCT PPI red: qHTS Assay for Inhibitors of BRCT-Phosphoprotein Interaction (Red Fluorophore). BRCT-phosphopeptide binding, red fluorescence polarization. Breast cancer type 1 susceptibility protein (Homo sapiens), P38398. 75,000 compounds, 0.03% hits. AID 892, 2007. Potency, µM (top dose mostly 76.9 µM), for the others: at the highest dose activity change, negative = inhibition, hits mostly inhibitors; further: on the % scale 0 is the no-effect control and ±100 the full control effect
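Rhodamine-labelled pBACH1 10-mer (100 nM) bound to BRCT domain (100 nM) at pH 7.3; compounds incubated 12 min room temperature, polarization read. Free peptide defines full inhibition; unlabelled decapeptide titrated as control.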
ALOX15 inhib: qHTS Assay for Inhibitors of 15-hLO (15-human lipoxygenase); purified 15hLO-1, xylenol orange hydroperoxide absorbance; Potency, µM (top dose mostly 57.1 µM), for inactives: at the top dose activity change, negative = inhibition, usual class: inhibitors; 74,000 compounds, 1.4% hits; AID 887, 2007; further: potency means the concentration at half of the fitted maximal effect; on the % scale 0 is the no-effect control and ±100 the full control effect; nearly all actives have a fitted effect of over 55% in size
Target sequence (P16050 whole entry, looked up): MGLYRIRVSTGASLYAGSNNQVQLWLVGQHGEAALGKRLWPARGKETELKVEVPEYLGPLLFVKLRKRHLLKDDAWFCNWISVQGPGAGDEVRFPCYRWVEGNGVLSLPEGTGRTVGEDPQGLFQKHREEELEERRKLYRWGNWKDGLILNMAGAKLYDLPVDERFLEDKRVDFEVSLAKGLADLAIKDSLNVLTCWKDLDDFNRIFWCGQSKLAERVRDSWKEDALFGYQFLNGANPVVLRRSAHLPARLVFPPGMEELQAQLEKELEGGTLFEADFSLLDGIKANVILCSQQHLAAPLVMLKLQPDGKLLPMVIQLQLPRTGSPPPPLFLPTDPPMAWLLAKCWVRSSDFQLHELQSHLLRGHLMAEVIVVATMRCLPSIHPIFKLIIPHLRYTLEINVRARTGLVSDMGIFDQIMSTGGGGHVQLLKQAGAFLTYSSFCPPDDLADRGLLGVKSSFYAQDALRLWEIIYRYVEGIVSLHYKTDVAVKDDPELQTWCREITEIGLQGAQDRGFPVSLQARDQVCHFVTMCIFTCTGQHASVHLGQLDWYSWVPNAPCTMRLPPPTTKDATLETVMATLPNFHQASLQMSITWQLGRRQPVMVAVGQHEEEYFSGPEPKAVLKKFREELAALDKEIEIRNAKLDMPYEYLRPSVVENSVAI
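40 nM 15hLO-1 + cpd, 15 min RT; start w/ 50 uM AA (final), 6 min RT; stop/detect w/ 200 uM XO + 300 uM Fe(II) in 50 mM H2SO4, 30 min; A573/A405. Buffer 25 mM Hepes pH 7.5, 0.01% Triton X-100. No-enzyme wells as negative control.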
HADH2 inhib: qHTS Assay for Inhibitors of HADH2 (Hydroxyacyl-Coenzyme A Dehydrogenase, Type II). 73,000 compounds, 3.4% hits. recombinant HADH2, NADH fluorescence, beta-hydroxybutyryl-CoA. Potency, µM (highest dose often 57.1 µM), for the others: at the highest dose activity change, negative = inhibition, usual class: inhibitors; further: potency means the concentration at half of the fitted maximal effect; on the % scale 0 is the no-effect control and ±100 the full control effect; nearly all actives have a fitted effect of over 60% in size; many of its hits are not listed in these tables
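20 nM HADH2 + cpd, 15 min RT; add 1 mM NAD+/90 uM beta-hydroxybutyryl-CoA; kinetic fluorescence 360/450 nm, 4 min. Tris-HCl pH 9.0, 0.01% Tween-20.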
HEK293 cAMP cs: qHTS Assay for Agonists of the Thyroid Stimulating Hormone Receptor: Activators of Intracellular cAMP Concentrations in Parental HEK 293; parental HEK293 CNG cAMP sensor, membrane potential fluorescence; 73,000 compounds, 2.5% hits; Potency, µM (top dose mostly 57.1 µM), for the others: at the highest dose activation, usual class: activators; further: potency means the concentration at half of the fitted maximal effect; % of control where 0% means no effect; nearly all actives have a fitted effect of over 55% in size
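Parental HEK 293 cells stably expressing a modified CNG channel (no TSHR) report cAMP rise as membrane depolarization. Membrane potential dye with 100 uM RO 20-1724 was loaded for 60 min at room temperature, then compound added for 30 min; fluorescence read at 590 nm.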
Rhodamine autofl: qHTS Assay for Spectroscopic Profiling in Rhodamine Spectral Region; Rhodamine-region fluorescence, 547/598 nm, Tris buffer; hits give high values; max dye-equivalent concentration, M; 59,000 compounds, 0.05% hits; AID 594, 2007; in the data active means max dye-equivalent concentration above about 11 nM; inconclusive means between about 1.1 nM and that limit
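Compounds in 100 mM Tris buffer, pH 8.0, were incubated 15 min at room temperature, then read at 547 nm excitation and 598 nm emission. Fluorescence was normalized against a per-plate six-point rhodamine standard curve as dye-equivalent concentration.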
DNA Pol III inh: qHTS Assay for Inhibitors of DNA Polymerase III Holoenzyme System | reconstituted DNA polymerase III holoenzyme replication, biochemical | Potency, µM (series often up to 57.1 µM), for the others: at the top dose activity change, negative = inhibition | 71,000 compounds, 0.25% hits; further: potency means the concentration at half of the fitted maximal effect; on the % scale 0 is the no-effect control and ±100 the full control effect
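Reconstituted *E. coli* holoenzyme (0.35 nM Pol III, 1 nM beta, 154 nM SSB, 2 nM primase) was preincubated with compound for 15 min at RT. Synthesis on 1.4 nM ssM13Gori ran 35 min, then was stopped with PicoGreen/EDTA and read as dsDNA fluorescence.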
Tau filament bind: qHTS Assay for Tau Filament Binding. recombinant tau filaments, thioflavin S fluorescence, 15 h; filaments grown with octadecylsulfate alongside compound. Potency, µM (titrated, usually from 57.1 µM), for inactives: at the top dose activity change, negative = inhibition. 71,000 compounds, 2% hits;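 further: potency means the concentration at half of the fitted maximal effect; on the % scale 0 is the no-effect control and ±100 the full control effect; actives lower thioflavin S fluorescence by blocking filaments or displacing dye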
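His-tagged recombinant human tau (exons 2, 3 and 10 included), 1 uM, was induced to fibrillize by 30 uM sodium octadecylsulfate with compound present. After 15 h at 37 C, thioflavine S fluorescence (ex 450, em 510 nm) was read.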
Caspase-7 inhib: qHTS Assay for Allosteric/Competitive Inhibitors of Caspase-7; recombinant caspase-7, Ac-DEVD-AFC fluorescence rate; Potency, µM (highest dose often 57.5 µM), for inactives: top-dose activity change, negative = inhibition, hits mostly inhibitors; P55210; 75,000 compounds, 0.02% hits; active means well fitted inhibition curve with a large enough effect in the main read-out, with a control signal flat, not every such curve was filed as active; inconclusive means small, poorly fitted or top-dose-only effect, or a change in a side signal; further: potency means the concentration at half of the fitted maximal effect; % of control where 0% means no effect
BRCT inh green: qHTS Assay for Inhibitors of BRCT-Phosphoprotein Interaction (Green Fluorophore); BRCA1 BRCT-phosphopeptide binding, green fluorescence polarization; AID 875, 2007; 75,000 compounds, 0.05% hits; Breast cancer type 1 susceptibility protein (Homo sapiens), P38398; Potency, µM (titrated, usually from 76.9 µM), inactives show top-dose activity change, negative = inhibition, actives largely listed as inhibitors;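 further: potency means the concentration at half of the fitted maximal effect; plate controls were peptide without protein for full effect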
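Compounds were incubated for 12 min at room temperature with a complex of 100 nM fluorescein-tagged pBACH1 decapeptide and 250 nM His-tagged BRCT protein. Buffer was phosphate pH 7.3 with EDTA, DTT and Tween 20. Disruption of binding lowers the polarization signal.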
USP2a inhib: qHTS Assay for Inhibitors of Ubiquitin-specific Protease USP2a; Ubiquitin carboxyl-terminal hydrolase 2 (Homo sapiens), O75604; USP2a enzymatic assay, qHTS inhibition; Potency, µM (highest dose often 38.3 µM), without a hit: top-dose activity change, negative = inhibition, hits mostly inhibitors; 60,000 compounds, 0.1% hits;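 further: potency means the concentration at half of the fitted maximal effect; nearly all actives have a fitted effect of over 60% in size; plate controls were DMSO for no effect and NEM full inhibition control for full effect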
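USP2 core (20 nM final) was preincubated with compound for 30 min at RT in 20 mM Tris-HCl pH 8.0, 2 mM CaCl2, 2 mM beta-mercaptoethanol; Ub-PLA2 (20 nM) plus NBD C6-HPC (20 uM) then added, fluorescence read after 2.5 h.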
Caspase-1 inhib: qHTS Assay for Allosteric/Competitive Inhibitors of Caspase-1 | P29466 | Caspase-1 enzyme, Ac-WEHD-AFC fluorogenic rate | Potency, µM (doses to about 57.5 µM), for inactives: at the top dose activity change, negative = inhibition, most hits filed as inhibitors | 75,000 compounds, 0.03% hits;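 further: potency means the concentration at half of the fitted maximal effect; plate controls were vehicle for no effect and no substrate for full effect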
Target sequence (P29466 120-297 limits assumed): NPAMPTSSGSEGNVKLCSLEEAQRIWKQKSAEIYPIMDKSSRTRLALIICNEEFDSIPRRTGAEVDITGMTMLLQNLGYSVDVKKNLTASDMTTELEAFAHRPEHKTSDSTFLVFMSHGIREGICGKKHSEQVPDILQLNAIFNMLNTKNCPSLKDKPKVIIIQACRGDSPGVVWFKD
Target sequence (P29466 317-404 limits assumed): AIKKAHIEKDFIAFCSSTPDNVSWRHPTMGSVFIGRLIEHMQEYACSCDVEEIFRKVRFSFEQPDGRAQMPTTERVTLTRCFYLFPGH
* = called active by the depositor; i = inactive; ? = inconclusive; / = not tested or not shown; [ ] = another dose, or the depositor's remark. Unless noted, the call rests on the fitted dose curve; in most records, active means well fitted curve in the direction sought with a large enough effect; inconclusive means small, poorly fitted or top-dose-only effect, or another doubt; inactive means no such curve, though single readings can be large; an effect the other way counts as inactive or inconclusive. The list is partial, so the mix of outcomes need not match the whole.

SMILES	BRCT PPI red	ALOX15 inhib	HADH2 inhib	HEK293 cAMP cs	Rhodamine autofl	DNA Pol III inh	Tau filament bind	Caspase-7 inhib	BRCT inh green	USP2a inhib	Caspase-1 inhib
O=C(O)c1ccc(N[C@H](c2ccccc2)c2ccc3cccnc3c2O)cc1	-0.3%[15.4 µM]	-27%[11.4 µM]	?	1%[11.4 µM]	i	-12%[11.4 µM]	-5%[11.4 µM]	-2%[11.5 µM]	-1.4%[15.4 µM]	/	3%[11.5 µM]
COc1ccc(-n2c(=O)c3c4c(sc3n3cnnc23)CC(C)CC4)cc1 (stereo not drawn)	-1.6%	-2%	0%	20%	/	-3%	26%	0%	1.0%	4%	-2%
CCN(CC)CCCN1C(=O)C(=O)/C(=C(/O)c2ccc(OC)c(Cl)c2)C1c1ccco1 (stereo not drawn)	1.5%	-18%	6%	5%	i	11%	1%	-7%	-0.7%	-4%	2%
Cc1onc(-c2ccccc2Cl)c1C(=O)Nc1cccc2cccnc12	-0.2%	-17%	1%	?	/	2%	38%	-1%	1.2%	-5%	-2%
Cc1cccnc1NC(=O)C1CCN(S(=O)(=O)c2ccc3c(c2)CCC(=O)N3)CC1	-1.3%	-5%	-10%	0%	/	-1%	-1%	-2%	0.0%	/	-2%
CCCCCCn1c(C(C)NC(=O)c2ccco2)nc2ccccc21 (stereo not drawn)	0.7%	8%	8%	?	i	-1%	-5%	-5%	0.7%	29%	-7%
CC(C)(C)Nc1nc(SCc2ccccc2)nc(N2CCOCC2)n1	0.6%	-6%	12%	1%	i	-1%	-10%	-1%	-2.5%	-9%	0%
COC(=O)c1cc(S(=O)(=O)N2CCC(C)CC2)ccc1F	-0.3%	-8%	?	?	i	-8%	-3%	0%	1.3%	4%	-1%
CCn1c(SCc2cccnc2)nc2c1c(=O)n(C)c(=O)n2C	0.0%	7%	-1%	-9%	i	-4%	1%	1%	3.0%	7%	0%
COC(=O)[C@@]1(Cc2ccccc2)[C@H]2c3cc(C(=O)N(C)C)n(Cc4cc(C)n(C)n4)c3C[C@H]2CN1C(=O)c1ccccc1	-0.5%	/	-6%	?	/	-5%	-5%	-3%	0.7%	/	0%
CCOC(=O)c1sc(SCC(=O)Nc2ccc(N(C)C)cc2)nc1N	0.0%	-11%	-28%	18%	i	-6%	-20%	1%	0.3%	19%	-1%
COc1ccc(S(=O)(=O)Cc2ccc(C(=O)NCCCN(C)c3ccccc3)o2)cc1	0.5%	2%	5%	?	i	2%	-10%	0%	-1.3%	7%	-1%
Cc1ccc(CN2CC34C=CC(O3)C(C(=O)NCc3ccco3)C4C2=O)cc1 (stereo not drawn)	-2.4%	-4%	3%	8%	i	2%	5%	-1%	-1.1%	15%	-1%
CCOC(=O)c1ccc(-n2[nH]c(-c3ccccc3)cc2=O)cc1	-0.1%	-20%	-7%	12%	i	-2%	16µM*	-1%	5.0%	4%	-1%
CC(=O)C1=C(O)C(=O)N(Cc2cccnc2)C1c1ccc(Cl)cc1Cl (stereo not drawn)	0.6%	0%	-12%	-21%	i	-7%	-7%	-1%	0.0%	-2%	-1%
CCn1c(=O)n(CC)c2cc(S(=O)(=O)N3CCOCC3)ccc21	-1.7%	0%	-14%	-1%	i	0%	9%	1%	0.9%	2%	-1%
COc1ccc(C(=O)NC2CC3CCCC(C2)N3CC(C)C)cc1OC (stereo not drawn)	0.4%	-1%	-6%	18%	i	-5%	5%	2%	3.0%	6%	-1%
Cc1ccc(Nc2nc(C(=O)N3CCC(C(=O)NCCN4CCOCC4)CC3)cs2)cc1	-1.5%	3%	2%	1%	i	-1%	-19%	-7%	-2.3%	8%	-4%
CCCn1c2c(c(O)c(C(=O)Nc3nc(C)cs3)c1=O)CCCC2	-0.3%	14%	14%	5%	i	-13%	1%	-1%	-2.9%	-6%	1%
O=C(CN(Cc1ccccc1)C(=O)c1ccco1)NCc1ccc(F)cc1	-4.6%	0%	16%	22%	i	-6%	-6%	1%	-8.2%	-7%	1%
Cc1nnc(SCC(=O)Nc2ccc3c(c2)OCCO3)s1	0.1%	5%	-8%	4%	i	2%	7%	1%	-1.3%	6%	1%
Cc1ccc2c(c1)c1c(n2CC(O)Cn2c(C)nc3ccccc32)/C(=N\O)CCC1 (stereo not drawn)	1.2%	-21%	-19%	1%	i	0%	115%	-4%	-0.6%	8%	-7%
Cc1ccc(NC(=O)c2nnn(CC(=O)Nc3ccccc3)c2N)cc1C	0.2%	-16%	10%	-6%	i	2%	-7%	-1%	-2.3%	0%	-2%
COc1ccc(NC(=O)c2ccccc2NC(=O)c2ccco2)c(OC)c1	-0.9%	3%[11.4 µM]	2%[11.4 µM]	9%[11.4 µM]	/	1%[11.4 µM]	-1%[11.4 µM]	-2%	-0.1%	9%[7.66 µM]	-2%
COc1ccccc1CNC(=O)C1COc2ccccc2O1 (stereo not drawn)	0.4%	2%	-3%	11%	/	-2%	1%	-1%	-1.1%	4%	-4%
Cc1cccc(C)c1NC(=O)CS(=O)CC(=O)NC1CCCc2ccccc21 (stereo not drawn)	0.2%	7%	0%	5%	i	1%	-17%	0%	-0.5%	30%[activator]	1%
CCOC(=O)C1=C(C)NC(=O)NC1c1ccc(OCCO)c(OC)c1 (stereo not drawn)	-0.1%	12%	0%	4%	/	3%	-1%	0%	-0.4%	/	3%
COCCN(CCOC)c1nc(C)nc2c1nc(-c1ccccc1)n2CCN1CCCC1	-1.0%	3%	-17%	-48%[inhibitor]	/	-8%	13%	-1%	-2.8%	/	4%
CCCn1c(SCC(=O)NCc2cccs2)nc2c1c(=O)n(C)c(=O)n2C	-0.3%	6%	2%	12%	i	4%	-4%	1%	-2.8%	1%	0%
COc1cccc(C(=O)SC2=NCCS2)c1	2.3%	2%	?	0%	i	-5%	-11%	-1%	-3.2%	-2%	-1%

Some of the entries above in another layout.
Value order: BRCT PPI red, ALOX15 inhib, HADH2 inhib, HEK293 cAMP cs, Rhodamine autofl, DNA Pol III inh, Tau filament bind, Caspase-7 inhib, BRCT inh green, USP2a inhib, Caspase-1 inhib
Cc1cccnc1NC(=O)C1CCN(S(=O)(=O)c2ccc3c(c2)CCC(=O)N3)CC1
→ -1.3%, -5%, -10%, 0%, /, -1%, -1%, -2%, 0.0%, /, -2%
CCCCCCn1c(C(C)NC(=O)c2ccco2)nc2ccccc21 (stereo not drawn)
→ 0.7%, 8%, 8%, ?, i, -1%, -5%, -5%, 0.7%, 29%, -7%

Next part
SMILES	BRCT PPI red	ALOX15 inhib	HADH2 inhib	HEK293 cAMP cs	Rhodamine autofl	DNA Pol III inh	Tau filament bind	Caspase-7 inhib	BRCT inh green	USP2a inhib	Caspase-1 inhib
CC1CN(CC(O)COc2ccccc2C(C)(C)C)CC(C)O1 (stereo not drawn)	-1.6%	2%	-3%	-8%	i	-2%	-8%	0%	-0.5%	9%	1%
c1ncc(-c2ccoc2)c(NC2CC2)n1	1.8%	?	10µM*	4µM*	i	-3%	66%	-18%	-1.6%	-13%	-7%
CCc1cccc(CC)c1NC(=O)CSc1nnc(C(C)C)n1CC	-0.3%	7%	-2%	15%	i	-5%	-7%	3%	-0.2%	-2%	0%
Cc1ccc(-c2nc3cc(NC(=O)C(C)C)ccc3o2)cc1C	1.5%	-4%	i	0%	i	1%	312%	-1%	-1.1%	41%[activator]	-2%
